# Assay outcomes deposited in PubChem by several laboratories.
# Dengue-2 NS5 capping = Dengue-2 NS5 methyltransferase inhibitors, primary screen, biochemical, confirmation dose response (AID 588689); Dengue-2 NS5 methyltransferase capping enzyme assay, biochemical; higher % means a stronger effect; 340,000 compounds, 0.3% hits; one-dose inhibition, % at 25 µM; IC50 in µM for titrated hits; in the data active = a potency from the dose series
# SV40 large T antigen = SV40 large T antigen inhibitors, biochemical (AID 1903); one-dose inhibition, % at 20 µM; IC50 in µM for titrated hits; SV40 large T antigen ATPase/helicase inhibition assay; higher % means a stronger effect; 310,000 compounds, 0.39% hits; in the data active = a potency from the dose series; note: strong numbers were not always called active
# West Nile virus CPE = West Nile virus antiviral activity, cell-based, CPE readout (AID 1621) | West Nile virus-infected cells, CPE inhibition; higher % means a stronger effect | CPE inhibition, % at 10 µM; hits with a dose series show IC50 in µM | 290,000 compounds, 0.02% hits; in the data active = a potency from the dose series; note: strong numbers were not always called active
# NTR1 ag = agonists of NTR1, primary screen, imaging, U2OS cells, beta-arrestin-GFP, high content (AID 493036); 330,000 compounds, 0.17% hits; activation, % at 20 µM; Neurotensin receptor type 1 (Homo sapiens), P30989; NTR1-U2OS beta-arrestin-GFP spot imaging, agonist mode;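 active = activation at or above 40% of the spot to cytoplasm intensity ratio, with at least 20 cells analyzed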;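 note: 0% = DMSO without peptide and 100% = 100 nM NTR1 peptide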
# Target sequence (P30989 whole entry, looked up): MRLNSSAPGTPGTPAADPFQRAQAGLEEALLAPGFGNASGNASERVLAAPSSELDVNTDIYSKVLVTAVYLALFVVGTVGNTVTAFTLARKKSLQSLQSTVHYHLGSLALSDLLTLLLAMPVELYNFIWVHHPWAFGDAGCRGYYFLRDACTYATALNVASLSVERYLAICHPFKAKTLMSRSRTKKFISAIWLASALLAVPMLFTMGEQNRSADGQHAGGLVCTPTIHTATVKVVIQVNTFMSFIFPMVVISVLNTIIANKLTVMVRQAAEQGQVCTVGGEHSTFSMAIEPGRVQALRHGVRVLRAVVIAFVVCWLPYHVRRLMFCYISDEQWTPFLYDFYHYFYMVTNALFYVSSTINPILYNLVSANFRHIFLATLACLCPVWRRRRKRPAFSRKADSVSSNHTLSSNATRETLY
# T cell HTS = modulators of CD8 T cell-vesicle binding, primary screen, mouse 2C CD8+ T cells, flow cytometry; 2C CD8+ T cell-vesicle binding; stronger effect = lower value; calls only at 7 µM; 330,000 compounds, 0.068% hits; AID 2052, 2009;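 active = response, share of CD8 T cells binding vesicles, and their 90th percentile fluorescence all below set limits, cut at about 80% in these data, passing the limit was not always enough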
#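 Test system: purified 2C TCR transgenic mouse naive CD8+ T cells. Probe or stimulus: QL9-peptide-loaded Drosophila micro-vesicles bearing Ld, ICAM-1 and B7-1. Incubation: binding step 1.5 h, 37 °C, antibody labelling 20 min, ice. Measured by: flow cytometry of vesicle-bound cells.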
# Rac1 GTP hydrolysis = MgcRacGAP GTPase-activating activity inhibitors, confirmation, biochemical, ADP Hunter fluorescence; AID 624330, 2012; Rac GTPase-activating protein 1 (Homo sapiens); inhibition, % at 30 µM; hits with a dose series show IC50 in µM; MgcRacGAP-stimulated Rac1 GTP hydrolysis, ADP Hunter fluorescence; higher % means a stronger effect; GST-tagged Rac1 F28L mutant substrate; 340,000 compounds, 0.6% hits;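 active = first-screen hits whose inhibition reached a set limit at any dose in the follow-up dose series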;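 note: fluorescence reports GDP produced by GAP-driven GTP hydrolysis; strong numbers were not always called active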
# RSV CPE inhibition = RSV antiviral activity via CPE protection, HEp-2 cells, primary 10 µM value included (AID 2391) | 310,000 compounds, 0.13% hits | CPE inhibition, % at 10 µM; hits with a dose series show IC50 in µM | HEp-2 cells, RSV-induced CPE inhibition; higher % means a stronger effect; in the data active = a potency from the dose series; note: strong numbers were not always called active
# PhoP inhibition = inhibitors of PhoP regulon expression, primary screen, Salmonella Typhimurium, GFP reporter (AID 1863) | 300,000 compounds, 0.16% hits | S. Typhimurium PhoP-regulated promoter GFP reporter, 4 h; higher % means a stronger effect | one-dose inhibition, % at 50 µM; IC50 in µM for titrated hits;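 active = inhibition over 29.93%, a cutoff 3 SD above the screen mean, later confirmed by dose response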;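 note: 0% = low Mg2+ inducing control and 100% = high Mg2+ repressing control; strong numbers were not always called active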
# UTI89 phage lysis = inhibition of K1F phage lysis, E. coli UTI89, bacterial capsule biogenesis inhibitors, alamar blue (AID 488966); E. coli UTI89 K1F phage lysis, alamar blue, 2 h; higher % means a stronger effect; inhibition, % at 100 µM; hits with a dose series show IC50 in µM; 340,000 compounds, 0.02% hits;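 active = phage lysis inhibition, versus mean bacterial control, above a set limit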;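 note: capsule biogenesis inhibitors block K1F phage lysis so surviving cells raise fluorescence; higher fluorescence means more inhibition of phage lysis; actives were called in the ten point dose series up to 300 µM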
# T cell HTS vesicle-bound % = also measured in T cell HTS; calls as there; double positive events, %; measured here: CD8+ vesicle-bound cell fraction;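 binding gate set so that unloaded-vesicle control wells show 10% double positive cells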
# NTR1 ag cell count 20 µM = further read-out of NTR1 ag, marked with its call; cell count; measured here: cell count, cytotoxicity flag
# Dengue-2 NS5 capping pilot replicate = second read-out of Dengue-2 NS5 capping, no call of its own (marks repeat the call); inhibition, %; measured here: pilot screen replicate inhibition
# * = called active by the depositor; i = inactive; . = not tested or not shown; [ ] = another dose, or the depositor's remark.
SMILES,Dengue-2 NS5 capping,SV40 large T antigen,West Nile virus CPE,NTR1 ag,NTR1 ag cell count 20 µM,T cell HTS,T cell HTS vesicle-bound %,Rac1 GTP hydrolysis,RSV CPE inhibition,PhoP inhibition,UTI89 phage lysis,others
O=C(NCc1ccc(Cl)cc1)c1ccc(S(=O)(=O)N2CCCCC2)cc1,-10%,.,.,0.1,96,i,52,4%,2.6%,.,0.7%[50 µM],
COc1ccc(N2CCN(C(=O)Cc3ccc(S(=O)(=O)N4CCOCC4)s3)CC2)cc1,-11%,14%,-1.0%,-1.3,54,i,47,10%,0.0%,2%,2.9%,
O=C(NCC1CCCO1)C1CCCN(S(=O)(=O)c2cccc(C(F)(F)F)c2)C1 (centres undefined),-2%,7%,-0.2%,-0.3,51,i,17,4%,-0.5%,-6%,-0.1%,
COc1ccc(C(=O)COC(=O)CSCc2c(C)noc2C)cc1OC,2%,1%,0.3%,0.5,79,i,52,-4%,-0.6%,7%,0.2%,
CCCCN=C(NNc1ccc(Br)cc1)C(=O)OCC,-4%,9%,0.4%,0.4,67,i,36,-2%,0.1%,6%,4.3%,
C=CCN(CC=C)c1nc2ccccc2nc1C(C#N)C(=O)OC(C)C (centres undefined),5%,14%,0.8%,-0.5,68,i,17,0%,3.6%,-10%,-0.2%,
OCCC1CN(Cc2ccccc2OC2CCCC2)CCN1Cc1ccsc1 (centres undefined),-4%,-5%,-1.3%,0.6,90,i,59,3%,-1.5%,15%,0.2%,
Cc1ccc(OCC(=O)Nc2ccc(C(N)=O)cc2)cc1,-8%,9%,0.2%,0.2,100,i,61,.,2.1%,-2%,0.1%,
CCCNC(=O)CN1C(=O)COc2ccc(S(=O)(=O)N3CC(C)CC(C)C3)cc21 (centres undefined),-12%,.,-0.2%,-0.6,41,i,29,8%,-0.8%,-1%,0.1%,
Fc1ccc(CSc2nnc(-c3cccs3)o2)cc1,-3%,1%,1.1%,2.4,43,i,28,4%,3.1%,14%,5.4%,
CCS(=O)(=O)N1CCC(C(=O)NCCc2ccc(C)cc2)CC1,-6%,8%,-0.1%,-0.3,56,i,31,6%,-0.7%,1%,0.3%,
CCOC(=O)c1sc2nc(CC(=O)OC)nc(NCc3ccco3)c2c1C,22%,1%,0.3%,.,.,.,.,11%,.,-46%,-0.3%,
CCN(CC)S(=O)(=O)c1cc(NS(=O)(=O)c2ccc(Cl)c(C(=O)O)c2)ccc1C,9%,-8%,0.1%,0.7,55,i,58,8%,-0.2%,.,0.2%,
Cc1cccc(N(CC(=O)NC2CCCC2)C(=O)CNC(=O)c2ccco2)c1C,-9%,3%,-0.8%,0.3,50,i,29,7%,0.8%,1%,0.0%,
O=C1CCCC(c2ccccc2)N1 (centres undefined),1%,-2%,0.7%,1.6,52,i,2,5%,2.8%,-2%,2.4%[50 µM],
CCn1cc(S(=O)(=O)CC(=O)Nc2ccc3c(c2)OCO3)c2ccccc21,0%,-1%,-0.2%,3.4,46,i,25,7%,0.2%,-4%,-1.6%,
COCCn1c(SCC(=O)Nc2ccccc2OC)nc2ccccc2c1=O,-13%,7%,-0.7%,2.0,43,i,62,3%,3.6%,-3%,-0.2%,
CCc1c(O)cc2n(c1=O)-c1ccc(Cl)cc1C2(C)C,-1%,9%,0.2%,-0.7,75,i,23,7%,19%,2%,1.8%,
O=C(NCc1ccncc1)c1cccc(Cn2cc(Br)cn2)c1,-4%,6%,-0.6%,-0.4,45,i,40,15%,6.2%,9%,0.0%,
CCCn1c(SCC(=O)Nc2ccc(Cl)cc2F)nc(O)cc1=O,-6%,.,.,0.5,57,i,35,3%,.,.,0.4%[50 µM],
CCOc1ccc(/C=N/OCC(=O)Nc2cc(C)on2)cc1,-9%,12%,-0.3%,-0.7,74,i,60,1%,0.8%,-3%,0.0%,
COc1ccc(N(C(C)C(=O)N(C)Cc2ccccc2)S(C)(=O)=O)cc1 (centres undefined),-2%,10%,-1.0%,2.4,57,i,59,-21%,2.5%,1%,-2.2%,
CCCn1c(CNC(=O)c2cccs2)nc2ccccc21,-6%,7%,0.0%,-1.9,61,i,18,-2%,-0.4%,4%,7.6%,
O=C(N/N=C/c1cccc(F)c1)c1c(O)c2ccccc2[nH]c1=O,-7%,1%,0.1%,.,.,i,10,12%,2.2%,11%,3.5%[50 µM],
CCN(CC(=O)Nc1c(F)cccc1F)C(=O)c1cc(-c2cccs2)nn1-c1ccccc1,-1%,13%,.,3.8,77,i,19,9%,1.7%,-7%,0.3%[50 µM],
O=C1c2ccccc2C(=O)N1c1ccc(S(=O)(=O)N2CCN(c3ccccc3)CC2)cc1,1%,2%,0.4%,2.5,44,i,22,9%,0.1%,-17%,0.4%,
CN(Cc1ccccc1)C(=O)COC(=O)CCN1C(=O)C2CC=CCC2C1=O (centres undefined),-10%,.,.,-3.7,66,i,26,6%,1.1%,.,1.5%[50 µM],
COc1ccc(CCN(Cc2cccs2)S(=O)(=O)c2ccc(S(=O)(=O)N3CCCCCC3)cc2)cc1OC,0%,4%,0.1%,2.0,54,i,48,8%,2.6%,2%,3.9%,
COc1ccc(OCC(=O)Nc2ccccc2N2CCN(C)CC2)cc1,-3%,-4%,-0.3%,3.1,54,i,47,8%,-0.3%,12%,0.2%,
O=C(Nc1ccc(-c2cccc(F)c2)cc1)C1CCCN(Cc2ccccn2)C1 (centres undefined),-5%,17%,-0.6%,4.3,54,i,9,11%,6.6%,3%,1.2%[50 µM],
CN(C)C(=O)CCc1ccc2c3c([nH]c2c1)[C@]1(C)[C@@H](C(=O)N2CCCCC2)C[C@H](CC(=O)NC(C)(C)C)C(=O)N1CC3,3%,.,.,1.2,52,.,.,-2%,.,.,0.4%,Dengue-2 NS5 capping pilot replicate=-2.1
Fc1ccc(C2CCCN2Cc2nc(CC3CC3)no2)cc1 (centres undefined),1%,23%,-0.2%,0.3,59,i,35,11%,0.9%,-8%,0.2%,
Cc1c(C(=O)Nc2ccccc2F)cnn1-c1ccccc1,.,9%,-0.4%,-0.2,63,i,50,-1%,1.3%,-5%,0.0%,
O=C(C1CC(=O)N(c2ccccc2)C1)N1CCN(c2ccc(F)cc2)CC1 (centres undefined),1%,-1%,-0.7%,0.4,73,i,7,-4%,0.9%,1%,1.4%[50 µM],
Cc1cc(C(=O)NCCC(C)C)c2ccccc2n1,-7%,10%,-0.3%,0.4,71,i,44,1%,1.8%,-3%,0.1%,
COC(=O)Nc1nc(Sc2ncc(C(F)(F)F)cc2Cl)n[nH]1,.,-1%,0.5%,-2.5,86,i,40,0%,-0.2%,0%,1.1%,
CO/N=C(\CCC(=O)O)c1cccs1,-2%,5%,-0.1%,0.4,67,i,5,4%,0.3%,-10%,0.3%,
COC(=O)CSc1nc2nc(-c3cccs3)cc(C(F)(F)F)c2c(=O)[nH]1,-1%,4%,0.5%,4.7,89,i,50,.,1.2%,-3%,0.2%,
O=C(CSc1c(Cl)cccc1Cl)NC1CCCc2ccccc21 (centres undefined),-5%,13%,-0.1%,0.2,63,i,45,12%,5.2%,27%,-0.1%,
Cc1cc(C)nc(N(C#N)CC(=O)c2ccccc2)n1,-6%,3%,-0.8%,3.7,47,i,59,1%,-0.2%,2%,1.1%,
CC(=O)N1CCN(C(=S)NCCc2ccccc2)CC1,1%,10%,0.0%,-1.1,96,i,58,9%,-0.2%,-6%,-0.1%,
O=C(COC(=O)CCS(=O)(=O)c1ccc(Cl)cc1)NCCc1ccc(Cl)cc1Cl,5%,-7%,-0.4%,0.2,55,i,7,-6%,0.4%,-3%,-1.2%,
O=C(Nc1ccc2c(c1)OCO2)C1CCCCN1S(=O)(=O)c1ccc(F)cc1 (centres undefined),5%,-2%,-0.2%,1.5,90,i,30,10%,-0.5%,11%,0.1%,

# 12 compounds already listed, sorted by length of the SMILES, high to low.
SMILES,Dengue-2 NS5 capping,SV40 large T antigen,West Nile virus CPE,NTR1 ag,NTR1 ag cell count 20 µM,T cell HTS,T cell HTS vesicle-bound %,Rac1 GTP hydrolysis,RSV CPE inhibition,PhoP inhibition,UTI89 phage lysis,others
CN(C)C(=O)CCc1ccc2c3c([nH]c2c1)[C@]1(C)[C@@H](C(=O)N2CCCCC2)C[C@H](CC(=O)NC(C)(C)C)C(=O)N1CC3,3%,.,.,1.2,52,.,.,-2%,.,.,0.4%,Dengue-2 NS5 capping pilot replicate=-2.1
COc1ccc(CCN(Cc2cccs2)S(=O)(=O)c2ccc(S(=O)(=O)N3CCCCCC3)cc2)cc1OC,0%,4%,0.1%,2.0,54,i,48,8%,2.6%,2%,3.9%,
O=C1c2ccccc2C(=O)N1c1ccc(S(=O)(=O)N2CCN(c3ccccc3)CC2)cc1,1%,2%,0.4%,2.5,44,i,22,9%,0.1%,-17%,0.4%,
O=C(COC(=O)CCS(=O)(=O)c1ccc(Cl)cc1)NCCc1ccc(Cl)cc1Cl,5%,-7%,-0.4%,0.2,55,i,7,-6%,0.4%,-3%,-1.2%,
O=C(Nc1ccc2c(c1)OCO2)C1CCCCN1S(=O)(=O)c1ccc(F)cc1 (centres undefined),5%,-2%,-0.2%,1.5,90,i,30,10%,-0.5%,11%,0.1%,
O=C(C1CC(=O)N(c2ccccc2)C1)N1CCN(c2ccc(F)cc2)CC1 (centres undefined),1%,-1%,-0.7%,0.4,73,i,7,-4%,0.9%,1%,1.4%[50 µM],
COC(=O)Nc1nc(Sc2ncc(C(F)(F)F)cc2Cl)n[nH]1,.,-1%,0.5%,-2.5,86,i,40,0%,-0.2%,0%,1.1%,
COc1ccc(OCC(=O)Nc2ccccc2N2CCN(C)CC2)cc1,-3%,-4%,-0.3%,3.1,54,i,47,8%,-0.3%,12%,0.2%,
CCOc1ccc(/C=N/OCC(=O)Nc2cc(C)on2)cc1,-9%,12%,-0.3%,-0.7,74,i,60,1%,0.8%,-3%,0.0%,
Fc1ccc(C2CCCN2Cc2nc(CC3CC3)no2)cc1 (centres undefined),1%,23%,-0.2%,0.3,59,i,35,11%,0.9%,-8%,0.2%,
CCCn1c(CNC(=O)c2cccs2)nc2ccccc21,-6%,7%,0.0%,-1.9,61,i,18,-2%,-0.4%,4%,7.6%,
CO/N=C(\CCC(=O)O)c1cccs1,-2%,5%,-0.1%,0.4,67,i,5,4%,0.3%,-10%,0.3%,
